# Assay outcomes deposited in PubChem BioAssay by NCI.
# All columns: NCI-60 one-dose screen, growth in % after 48 h at 10 µM unless noted; 100 = growth as untreated, 0 = no growth, -100 = all killed.
# T-47D: T-47D breast cancer; 79,000 tested, 5% active; AID 1794792
# MDA-MB-231: MDA-MB-231 breast cancer. 81,000 tested, 5% active. AID 1794789
# LOX IMVI: LOX IMVI melanoma | 79,000 tested, 7.4% active | AID 1794757
# BT-549: BT-549 breast cancer; 78,000 tested, 4.4% active; AID 1794793
# K-562: K-562 leukemia. 78,000 tested, 7.4% active. AID 1794777
# MDA-MB-468: MDA-MB-468 breast cancer | 78,000 tested, 8.5% active
# HS 578T: HS 578T breast cancer; 78,000 tested, 4.1% active; AID 1794788
# MCF7: MCF7 breast cancer; 82,000 tested, 6.3% active
# Numbers without * were called inactive; nt = not tested or not shown; & = joins results of further samples. How the source made its calls: active means growth percent below 10; inactive means the rest. Not a hit list (roughly 12% active in at least one column).
# The opening three records, ahead of the listing:
SMILES,T-47D,MDA-MB-231,LOX IMVI,BT-549,K-562,MDA-MB-468,HS 578T,MCF7
O=C(CSC(=S)N1CCCCC1)NC(=O)c1ccccc1,97,102,97,103,100,119,97,93
CC1(C)OCC2OC=CC(=O)C2O1 (stereo not drawn),94,115,101,140,135,nt,101,90
C/C=C/C(/C=C/C)(C(=O)OCCN(CC)CC)C(/C=C/C)(/C=C/C)C(=O)OCCN(CC)CC,104,104,76,98,97,102,108,99

# This part in full, from the start:
SMILES,T-47D,MDA-MB-231,LOX IMVI,BT-549,K-562,MDA-MB-468,HS 578T,MCF7
O=C(CSC(=S)N1CCCCC1)NC(=O)c1ccccc1,97,102,97,103,100,119,97,93
CC1(C)OCC2OC=CC(=O)C2O1 (stereo not drawn),94,115,101,140,135,nt,101,90
C/C=C/C(/C=C/C)(C(=O)OCCN(CC)CC)C(/C=C/C)(/C=C/C)C(=O)OCCN(CC)CC,104,104,76,98,97,102,108,99
Cc1ccc(S(=O)(=O)N/N=C/c2cn(-c3ccccc3)nc2-c2ccc(S(C)(=O)=O)cc2)cc1,93,99,89,86,76,94,100,103
O=C(Nc1cccc2ccccc12)N(c1ccccc1)c1ccccc1,100,108,98,102,95,nt,96,98
COc1ccc(Cl)c2c(=O)cc(C)[nH]c12,81,91,103,92,109,99,107,90
NC(=NC1CCCCC1)NC1CCCCC1,108,96,nt,113,118,77,106,100
O=C1NC(=O)C2(CCCCC2C2CCCCC2)N1 (stereo not drawn),105&99,113,103,104&100,132&115,109&101,109,107&98
CC(C(Cl)c1ccccc1)S(=O)c1ccccc1 (stereo not drawn),88,99,98,101,99,98,111,104
O=C(O)c1ccc2c(c1)C(=O)N(CCc1ccccc1)C2=O,91,97,99,101,nt,96,96,101
NS(=O)(=O)c1ccc(NC2N=C(c3ccc(O)cc3)Nc3n[nH]c(Nc4ccccc4)c32)cc1 (stereo not drawn),38,79,36,53,15,68,79,48
Fc1ccc(-c2cnc3nonc3n2)c(F)c1,81,78,93,92,68,73,98,85
Cc1ccc(-c2csc(NC(=O)CSc3nc(N)cc(N)n3)n2)cc1,20,67,60,52,20,12,88,51
O=C(O)C(Cc1ccccc1)c1ccccc1 (stereo not drawn),113&111,111&98,104&99,115,102&101,114&89,113&107,99&97
CCCCC(C(=O)OC)C(=O)OC,98,107,92,101,91,105,nt,94
N#Cc1c(Oc2ccc([N+](=O)[O-])cc2)nc2sc3cc(Cl)ccc3n2c1=N,60,97,92,nt,118,-40*,42,62
CC(=O)N[C@H](C(=O)N[C@@H](CCCNC(=N)N)C(=O)N[C@@H](CCCCN)C(=O)N[C@@H](CCCNC(=N)N)C(=O)NC(C(=O)N[C@@H](CC(C)C)C(=O)N[C@@H](CCCNC(=N)N)C(=O)N[C@]1(C)CCCCCC/C=C/CCC[C@@](C)(C(=O)N[C@H](C(=O)N[C@@H](CCC(=O)O)C(N)=O)C(C)C)NC(=O)[C@H](CCC(=O)O)NC(=O)[C@H](CCCNC(=N)N)NC(=O)[C@H](CCC(=O)O)NC(=O)[C@H](CCC(N)=O)NC(=O)[C@H](CC(C)C)NC(=O)[C@H](CC(C)C)NC1=O)[C@@H](C)O)C(C)C (stereo partly drawn),94,107,112,117,98,114,122,101
O=C(N/N=C/c1ccc(Br)s1)c1[nH]c2ccc(Br)cc2c1-c1ccccc1,76,4.7*,nt,-12*,7.7*,-5.2*,24,7.1*
O=C1/C(=C/C=C/c2ccco2)SC(=S)N1C1CCCCC1,69,74,103,111,84,43,101,54
CC(=O)N1CCN(C(=O)Cn2c(-c3ccc(Cl)cc3)csc2=N)CC1,79,111,94,90,72,83,104,85
COc1ccc(C2=CCCCCC2)c(OC)c1OC,104,101,88,100,103,120,99,105
CCn1c(Sc2nnc(NC(=O)CCN3CCCC3)s2)nc2c1c(=O)n(C)c(=O)n2C,102,103,100,110,102,101,100,105
Cc1cc(Br)nc2ccc([N+](=O)[O-])cc12,92,100,99,92,103,103,82,98
C1CCc2nc3c(nc2C1)CCCC3,86,121,105,122,92,88,nt,103
COc1ccc(-c2c(-c3cc(OC)c4c(c3)OCO4)noc2N)cc1,37,-4.0*,15,21,8.5*,-2.1*,28,14
c1ccc2c(-c3c4ccsc4cc4[nH]c5ccccc5c34)c[nH]c2c1,26,55,27,34,16,16,33,15
CCC(=O)Nc1ccccc1C#C/C=C\C#Cc1ccccc1SC,57,48,58,72,56,nt,-34*,62
COc1cccc(-c2cc(-c3cccc(Cl)c3)c(C#N)c(=O)[nH]2)c1,80,96,75,54,31,70,49,56
COc1ccc(-c2cc(SCCCC(=O)O)cc(-c3ccc(Cl)cc3)c2)cc1,84,110,95,87,101,124,100,95
COc1cc2c3c(n(CCCN4CCCC4)c(=O)c2cc1OC)-c1cc2c(cc1C3=O)OCO2,78,-76*,-80*,82,nt,84,89,-72*
O=C(Nc1ccc2ncnc(Nc3ccc(F)c(Cl)c3)c2c1)c1ccccc1,45,80,64,74,69,-8.3*,83,47
COc1cc2cc(c1Cl)N(C)C(=O)C[C@H](OC(=O)[C@H](C)N(C)C(C)=O)[C@]1(C)O[C@H]1[C@H](C)[C@@H]1C[C@@](O)(NC(=O)O1)[C@H](OC)C=C/C=C(\C)C2,75,-13*,18,-21*,-2.2*,nt,10.0*,14
Cc1cc(C)n(-c2ncc(C#N)c(N)n2)n1,92,99,97,99,97,101,110,97
CCOc1ccc(/C=N/NC(=O)Cn2nc(Cc3ccc(OC)cc3)c3onc(C)c3c2=O)cc1,16,21,4.7*,24,45,40,1.7*,28
O=C(O)CCC(/C=N/Nc1ccc([N+](=O)[O-])cc1)=N/Nc1ccc([N+](=O)[O-])cc1,89,85,96,101,93,96,100,94
Nc1nc2c(nc(I)n2[C@@H]2O[C@H](CO)[C@@H](O)[C@H]2O)c(=O)[nH]1,94,98,105,119,97,101,98,86
Cc1nc2ccccc2nc(=O)c1NNc1ccccc1,68,116,124,122,44,82,120,99
CCN(CC)CCNC(Cc1ccccc1)c1cccc(OC)c1 (stereo not drawn),95,89,97,90,97,100,69,103
O=C(c1ccccc1F)N(Cc1ccc(Cl)cc1)c1ccccn1,88,73,89,82,73,73,96,73
COC(=O)C1CCc2sc3ncnc(Nc4cn[nH]c4C(=O)Nc4ccc(CN5CCN(C)CC5)cc4)c3c21 (stereo not drawn),18,-0.3*,0.4*,-0.7*,-24*,37,-3.1*,4.8*
CCCCCCCCCCCCCCCCCCOc1cccc(CC(=O)OCC[N+]2(C)CCOCC2)c1,94,90,93,104,91,nt,110,99
COc1ccc(/C=C(/C(=O)c2ccccc2)c2ccccc2)cc1,94,90,95,93,73,94,98,108
CC(=O)OCC1OC(n2ccc(=O)[nH]c2=O)CC1N=[N+]=[N-] (stereo not drawn),100,109,nt,106,95,110,115,90
COc1ccc2c(c1)c(/C=N/Nc1ccc3ccccc3n1)cn2C,4.0*,-23*,-98*,51,-40*,-42*,18,nt
O=C(NCc1ccc(F)cc1)C1CN(c2ccc(Cl)cc2)N(c2ccc(Cl)cc2)C1=O (stereo not drawn),50,84,72,61,23,43,53,30
COc1cc(-c2nnc(-c3c(-c4ccc(C)cc4)nc4ccccn34)o2)cc(OC)c1OC,93,69,68,75,70,75,88,63
O=C(O)/C=C/C(=O)Nc1ccc(Oc2ccc(Cl)cc2)cc1,104,107,100,103,106,114,97,105
COc1ccc2c(=O)c(C(=O)O)c[nH]c2c1,97,98,99,nt,98,96,91,96
CCCCOC1CCS(=O)(=O)C1 (stereo not drawn),nt,nt,102,100,107,102,104,101
O=C(CCl)NC1c2ccccc2Oc2ccccc21,66,61,-1.6*,55,46,71,97,46

# Four entries from above, set out differently.
O=C(NCc1ccc(F)cc1)C1CN(c2ccc(Cl)cc2)N(c2ccc(Cl)cc2)C1=O (stereo not drawn)
  T-47D: 50	MDA-MB-231: 84	LOX IMVI: 72	BT-549: 61	K-562: 23	MDA-MB-468: 43	HS 578T: 53	MCF7: 30
COc1ccc(/C=C(/C(=O)c2ccccc2)c2ccccc2)cc1
  T-47D: 94	MDA-MB-231: 90	LOX IMVI: 95	BT-549: 93	K-562: 73	MDA-MB-468: 94	HS 578T: 98	MCF7: 108
O=C(CCl)NC1c2ccccc2Oc2ccccc21
  T-47D: 66	MDA-MB-231: 61	LOX IMVI: -1.6*	BT-549: 55	K-562: 46	MDA-MB-468: 71	HS 578T: 97	MCF7: 46
CCCCOC1CCS(=O)(=O)C1 (stereo not drawn)
  T-47D: nt	MDA-MB-231: nt	LOX IMVI: 102	BT-549: 100	K-562: 107	MDA-MB-468: 102	HS 578T: 104	MCF7: 101

# (further entries)
SMILES,T-47D,MDA-MB-231,LOX IMVI,BT-549,K-562,MDA-MB-468,HS 578T,MCF7
CC(=O)Nc1cccc(N)c1,102,96,101,119,111,102,111,95
CCC(=O)NC(O)C(Cl)(Cl)C(C)Cl (stereo not drawn),85,100,96,nt,112,92,nt,90
O=C1c2cccc3cccc(c23)C(=O)N1c1ccc([N+](=O)[O-])cc1[N+](=O)[O-],104,101,98,116,105,111,101,105
CC(=O)c1ccc(CCc2ccc(C(C)=O)cc2)cc1,101,117,94,122,105,114,107,97
COc1ccc(C(c2ccc(OC)c(OC)c2)c2ccc(OC)c(OC)c2)cc1OC,100,109,101,109,114,101,107,99
O=S(=O)(Oc1ccc(-c2ccc(Br)cc2)cc1)c1ccccc1,85,112,107,100,96,104,nt,101
COc1cc(C(=O)O)c(O)c(C(C)(C)C)c1,103,103,99,105,101,100,105,97
CCCC(OC(C)=O)c1ccc2c(c1)OCO2 (stereo not drawn),100,113,103,110,99,103,100,96
O=C(CSc1nc2c(c(=O)[nH]1)CCCC2)NNC(=O)c1ccc(Cl)cc1,94,94,104,97,104,112,105,88
CC(C)(C)OC(=O)N1CCc2c(sc3ncnc(Nc4ccc(NC(=S)Nc5ccccc5)cc4)c23)C1,60,76,77,84,104,103,nt,78
Cc1ccc(/C=C2\CCCC3=C2N=C2SC=NN2C3c2ccc(C)cc2)cc1 (stereo not drawn),109,103,96,110,109,109,102,97
COc1ccc(C(NC23CC4CC(CC(C4)C2)C3)c2nnnn2C(C)(C)C)cc1 (stereo not drawn),93,96,95,100,95,110,103,99
O=c1[nH]c2ccc(I)cc2c(=O)n1O,102,96,93,116,91,108,88,90
CC(=O)N\C(N)=N/N=C\C(C)=N/N=C(\N)NC(C)=O,72,95,105,117,89,104,97,105
Nc1nc2c(ncn2[C@@H]2O[C@H](C(=O)NO)[C@@H](O)[C@H]2O)c(=O)[nH]1,93,109,106,113,103,114,105,111
Cc1n(Cc2ccc3ccccc3n2)cc[n+]1Cc1ccc2ccccc2c1,0.9*,2.1*,-44*,0.0*,11,-24*,24,4.6*
COc1ccc2nc(OC)c(-c3nc4c(cnn4-c4ccccc4)c(=O)[nH]3)cc2c1,98,93,92,105,96,107,109,87
CCCCCCCCCCCCCCCCNC(=O)Nc1ccccc1Cl,91,110,104,108,95,104,100,97
COc1ccc(C2=NN(c3cc(Cl)cc(Cl)c3)C(c3cccc(Nc4ccnc5cc(C(F)(F)F)ccc45)c3)C2)cc1 (stereo not drawn),98,98,99,96,87,81,95,88
CC1SC(c2cccc(O)c2)N(NC(=O)CCC(=O)c2nc3ncccc3[nH]2)C1=O (stereo not drawn),86,97,91,126,99,98,81,82
c1cncc(-c2nnc3sc(-c4csc5c4CCCC5)nn23)c1,88,101,76,111,79,55,101,72
CC1C(c2ccccc2)OC(N2CCOCC2)C(C)(C)CN1C (stereo not drawn),96,114,95,99,93,101,105,90
CCN1CCN(C(C(=O)NC23CC4CC(CC(C4)C2)C3)c2c[nH]c3ccccc23)C(=O)c2ccccc2C1=O (stereo not drawn),79,68,77,104,89,93,82,94
O=C1NC(=O)C2(Br)Nc3ccc(Br)cc3C(=O)C2N1 (stereo not drawn),99,97,99,103,114,100,114,98
CC(C)(C)[Si](C)(C)OC1[C@@H](O[Si](C)(C)C(C)(C)C)[C@@H](CNC(=O)NC(=O)NC(=O)CCl)O[C@H]1n1cnc2c(NC(=O)Nc3ccccc3)ncnc21 (stereo partly drawn),77,-28*,-75*,72,47,106,74,38
COc1ccc2c(c1)CC/C(=C\c1ccccn1)C2=O,85,97,95,92,nt,101,112,66
O=S(=O)(O)c1ccc(Cl)cc1,98,107,96,nt,100,105,101,91
O=[N+]([O-])c1cccc(I)c1,107,109,93,86,107,106,99,91
O=S(=O)(O)c1cccc2c(S(=O)(=O)O)cccc12,99,113,105,100,100,99,107,99
CCCC(CCC)=NCCCO,nt,105,94,120,114,108,111,105
COC(=O)c1cc(-c2ccccc2)n(C(=O)CSc2nc3sc(C(N)=O)c(C)c3c(=O)n2Cc2ccccc2)n1,99,88,nt,103,91,106,105,90
CCCC(C)NCCOC(=O)c1ccccc1 (stereo not drawn),120&96,108&108,91&93,104&108,97&99,103,125&108,96&98
CN(C)c1ccc(/C=N/NC(=O)COc2cc(=O)n(C)c3ccccc23)cc1,98,97,100,108,103,105,120,89
CN1CCN(C(=O)c2ccc(NC(=O)Nc3ccc(-c4nc(N5CCOCC5)c5cccn5n4)cc3)cc2)CC1,-34*,2.3*,-3.2*,-9.6*,15,-61*,-29*,5.3*
Cc1c2ccccc2nc2ccccc12,nt,nt,101,118,104,109,105,96
COc1ccc2c(c1)CCC(c1nc3ccc(C)cc3[nH]c1=O)C2=O (stereo not drawn),nt,nt,102,98,90,97,60,69
